TNAP activation fold: human TNAP enzyme activators, primary screen, biochemical, luminescent, no phosphate acceptor, uHTS (AID 1001). Alkaline phosphatase, tissue-nonspecific isozyme (Homo sapiens). purified TNAP, luminescent activation assay, no phosphate acceptor; higher activation fold means a stronger effect. activation fold at 20 µM; hits with a dose series show EC50 in µM. 200,000 tested, 0.03% active; in the data active means activation fold from about 3, or a potency from the dose series; inactive means the rest, 99 in 100 with activation fold below about 1.6; further: many of its hits are not listed in these tables
T cell HTS: modulators of CD8 T cell-vesicle binding, primary screen, mouse 2C CD8+ T cells, flow cytometry; calls only at 7 µM; 2C CD8+ T cell-vesicle binding; hits give low values; 330,000 tested, 0.068% active;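 active means response, share of CD8 T cells binding vesicles, and their 90th percentile fluorescence all below set limits, cut at about 80% in these data, passing the limit was not always enough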
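Material: 2C TCR transgenic mouse naive CD8+ T cells, MACS-purified. Also added: QL9-charged Drosophila Ld/ICAM-1/B7-1 vesicles. Timing: binding 1.5 h at 37 °C. Measured by: high-throughput flow cytometry with anti-B7-1 and anti-CD8 staining. Read-out: percent CD8+ FL2 mean versus row control. Controls: Unloaded micro-vesicles (low), QL9 vesicles with 0.7% DMSO (high).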
Ins promoter up: insulin promoter activators in MIN6 cells, imaging, high-content screening, mouse beta cells | MIN6 insulin promoter-GFP reporter; hits give high values | z-score at 5 µM | AID 1625, 2009 | 190,000 tested, 0.3% active;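 active means z-score above 3 at 5 µM with at least 500 cells counted in the well; inconclusive means wells under 500 cells, flagged as cytotoxic or low count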
MT stabilize HCS: microtubule stabilizers in HeLa cells, primary screen, imaging, high-content imaging; HeLa tubulin immunostaining HCS, 24 h; share of cells brighter than vehicle mean+2SD; % tubulin-high responders, % at 10 µM; 200,000 tested, 0.83% active;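 active means plate Z-score above 3 for both tubulin-high and condensed-nucleus cell shares, with cell loss under 80%, at 10 µM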;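 further: anti alpha tubulin signal scored within the nucleus-defined area of each cell; some results filed as inactive read as strong as hits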
Myeloid diff 2: induction of myeloid progenitor differentiation, primary screen, cell-based, flow cytometry, MLPCN library; ER-HoxA9 myeloid progenitors, lysozyme-GFP differentiation; calls only at 10 µM; 360,000 tested, 1% active;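 active means normalized GFP-positive differentiation at or above the plate's own cutoff, the solvent-only control mean plus 3 SD; inconclusive means no clear call, values can overlap the other calls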;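 further: cells exposed to compound for four days before flow analysis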
PMI inhibitors: inhibitors of human PMI, primary screen, biochemical, fluorescence intensity, coupled assay (AID 1209); Mannose-6-phosphate isomerase (Homo sapiens); purified PMI enzyme, coupled fluorescence intensity; higher % means a stronger effect; inhibition, % at 20 µM; hits with a dose series show IC50 in µM; 190,000 tested, 0.42% active; in the data active means inhibition above about 50%;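 further: plate controls were DMSO vehicle for no effect and wells lacking substrate for full effect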
Dynein transport: inhibitors of GR-EGFP nuclear translocation, primary screen, dynein cargo transport inhibitor project, imaging, high-content, 3617.4 mouse cells; test concentration mostly 20 µM; stimulated with dexamethasone, 1 µM; hits give low values; z-score, hits read low; 220,000 tested, 0.47% active;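 active means plate z-score of nuclear minus cytoplasmic receptor signal below a set negative limit, without overly bright fluorescence or cell loss, cut at about -3.5 in these data, passing the limit was not always enough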;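 further: z-score of nuclear minus cytoplasmic ring GR-EGFP intensity difference per well; some compounds called inactive have numbers as strong as hits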
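Buffer or medium: Induction medium lacking tetracycline, stripped serum | Also added: Dexamethasone agonist, 1.0 µM final, for 30 min | Timing: 48 h induction, 1 h compound, 30 min dex at 37 °C | Detection: Formaldehyde fixation, Hoechst nuclear stain, 10x automated fluorescence imaging | Measure: Nuclear versus cytoplasmic GR-EGFP signal, averaged per well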
b-catenin transl: modulators of beta-catenin nuclear translocation, primary screen, imaging, HeLa cells, immunofluorescence, high-content | nuclear translocation activity, % at 5 µM | 190,000 tested, 0.3% active;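 active means nuclear translocation activity above 50% at 5 µM, with a well cell count of 50 or more; inconclusive means wells under 50 cells across six images, flagged as toxic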;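 further: per-cell ratio of nuclear to cytoplasmic median beta-catenin stain intensity; plate controls were DMSO negative control for no effect and GSK-3 inhibitor IX positive control for full effect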
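Signal – beta-catenin immunofluorescence imaging with DAPI · Test system – human HeLa cell line · Dosing – 5 µM primary single dose, 0.1% DMSO, 0.02–20 µM confirmation series · Measure – % activation, nuclear-to-cytoplasmic median beta-catenin signal ratio per cell · Incubation – 24 h compound exposure at 37°C, 5% CO2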
Lipid droplet: inhibitors of hepatocyte lipid droplet formation, primary screen, imaging, high-throughput imaging, BODIPY stain | AML12 mouse hepatocytes, oleate lipid droplets | inhibition, % at 6.5 µM | 240,000 tested, 0.4% active | AID 1656, 2009;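 active means lipid droplet intensity inhibited by at least 50%, with more than 500 cells counted; inconclusive means wells with under 300 cells, treated as cytotoxic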
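Material – AML12 mouse liver cells · Also added – oleate loading, 100 µM · Compound dosing – 6.5 µM single-point dosing · Times – overnight treatment with compound plus oleate · Measured by – fluorescence imaging, 20x objective, two fields per well · Read-out – percent inhibition of filter-corrected integrated lipid droplet intensity per well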
Dynein transport cytoplasmic EGFP: second read-out of Dynein transport, no call of its own (marks repeat the call); z-score; measured here: cytoplasmic GR-EGFP intensity; hits give high values
Dynein transport nuclear GR-EGFP: also measured in Dynein transport; calls as there; z-score; measured here: nuclear GR-EGFP intensity;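 lower value marks the stronger effect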
Dynein transport cell count: further read-out of Dynein transport, marked with its call; z-score; measured here: cell count per field
Ins promoter up cell count: recorded beside Ins promoter up, whose call it bears; cell count; measured here: cytotoxicity, nuclei count;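 total cells summed across four imaged fields per well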
Lipid droplet cells 6.5 µM: second read-out of Lipid droplet, no call of its own (marks repeat the call); cell count; measured here: cell count, cytotoxicity flag;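 cells counted across two imaged fields per well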
b-catenin transl cell count 5 µM: second read-out of b-catenin transl, no call of its own (marks repeat the call); cell count; measured here: cell count, cytotoxicity flag
T cell HTS vesicle-bound %: recorded beside T cell HTS, whose call it bears; double positive events, %; measured here: CD8+ vesicle-bound cell fraction;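 binding gate set so that unloaded-vesicle control wells show 10% double positive cells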
MT stabilize HCS Hoechst-high %: recorded beside MT stabilize HCS, whose call it bears; % Hoechst-high responders; measured here: nuclear condensation Hoechst responders;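 share of cells brighter than vehicle mean plus two SD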
MT stabilize HCS cytotoxicity %: recorded beside MT stabilize HCS, whose call it bears; toxicity, %; measured here: cytotoxicity by cell density;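 0% = mean cell density of plate MIN control wells and 100% = no cells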
Myeloid diff 2 GFP+ MAC1+ %: recorded beside Myeloid diff 2, whose call it bears; GFP+ MAC1+ double positive, %; measured here: differentiation confirmed by MAC1 staining
* marks the source's active call; other numbers are inactive results; i = inactive; ? = inconclusive; / = no result given; + = active, no number.

SMILES	TNAP activation fold	T cell HTS	T cell HTS vesicle-bound %	Ins promoter up	Ins promoter up cell count	MT stabilize HCS	MT stabilize HCS Hoechst-high %	MT stabilize HCS cytotoxicity %	Myeloid diff 2	Myeloid diff 2 GFP+ MAC1+ %	PMI inhibitors	Dynein transport	Dynein transport cytoplasmic EGFP	Dynein transport nuclear GR-EGFP	Dynein transport cell count	b-catenin transl	b-catenin transl cell count 5 µM	Lipid droplet	Lipid droplet cells 6.5 µM
O=C(NC1CC1)C1=C[C@H](c2ccccc2)C[C@H](OCc2ccc(CO)cc2)O1	1	/	/	0.35	1300	2.1	1.8	7.1	i	2.0	2.7%	-0.0499	-0.255	0.252	0.0475	-1.4	1244	-34.4	699
O=C(NCCC1=CCCCC1)C1COc2ccccc2O1 (stereo not drawn)	1.1	i	54.0	/	/	2.5	1.0	6.2	i	1.1	5.5%	-1.01	-0.161	-0.163	0.873	-0.6	1069	/	/
Cc1ccc(C)c2[nH]c(=O)c(CN(Cc3ccco3)C(=O)Nc3ccccc3)cc12	1.1	i	33.2	/	/	1.5	2.0	17.7	i	0.9	8.2%	0.114	-0.247	0.196	0.279	1.4	814	/	/
C=CCN1C(=O)C(CC(=O)O)SC1=Nc1ccc(C(=O)O)cc1 (stereo not drawn)	1.1	i	38.4	0.61	1289	4.2	2.5	6.0	i	0.3	-5.0%	-0.305	-0.386	-0.605	0.367	0.0	1107	-11.3	690
O=C(/C=C/Nc1ccc(Cc2ccc(N/C=C/C(=O)C(F)(F)F)cc2)cc1)C(F)(F)F	1	i	59.8	-0.05	1543	2.0	2.5	3.5	i	0.8	3.7%	-0.413	-0.224	-0.16	-0.0191	0.8	1026	1.6	659
CCOC(=O)N1CCN(C(=O)CN(c2cc(C(F)(F)F)ccc2Cl)S(C)(=O)=O)CC1	1.1	i	21.5	-0.7	1099	2.3	2.1	1.5	i	1.1	4.4%	0.323	-0.116	0.135	0.203	-4.2	1067	/	/
Cc1cc(C)n(-c2nc3ccccc3c(=O)n2OCC(=O)OCc2ccccc2)n1	1.1	/	/	-1.06	1000	1.6	1.3	1.1	i	0.6	-7.5%	-0.51	-0.19	-0.254	0.272	-1.7	1139	/	/
Cc1cccc(Sc2nc(-c3ccccc3)ccc2C#N)c1	1	i	33.7	0.39	1340	3.1	1.4	8.4	i	0.3	9.3%	0.0812	-0.0339	0.782	0.815	-0.8	1428	/	/
Cc1nn(C)cc1C(N)=O	1.1	i	50.4	0.11	1051	2.3	1.2	3.7	i	1.1	-1.6%	1.2	0.0873	0.714	-1.19	-0.9	1192	/	/
c1ccc(-c2csc3ncnc(NCCN4CCOCC4)c23)cc1	1.1	i	21.1	/	/	3.3	1.5	4.2	i	0.7	10.7%	1.83	-0.131	0.936	-0.939	/	/	-18.8	670
O=C(NNC1=NC2(CCCC2)Cc2ccccc21)c1ccncc1	1.1	i	41.2	/	/	2.6	1.3	8.8	i	0.6	-12.6%	0.735	-0.301	0.553	-0.469	-2.0	623	19.6	766
Cc1ccc(-c2csc(-c3c[nH]c4ccccc34)n2)c(C)c1	1	i	52.9	-0.23	1340	37.1*	20.2*	36.0*	i	0.3	13.1%	-0.801	-0.226	-0.707	1.16	1.9	1334	/	/
C=CCN(CC(O)c1cccc([N+](=O)[O-])c1)C(C)CCc1ccccc1 (stereo not drawn)	/	i	58.1	-0.02	1114	/	/	/	i	0.1	/	1.15	-0.225	0.395	-0.661	-1.2	1332	7.1	673
NNC(=O)c1csc(-c2cccc(C(F)(F)F)c2)n1	1	i	19.3	-0.39	1160	6.0	2.4	1.1	+	0.8*	-4.6%	-0.184	-0.0436	-0.148	-0.164	3.4	1010	18.2	721
CC(C)(C)NC(=O)COc1ccc(CNn2nnnc2N)cc1	1	i	45.5	-0.1	1095	3.6	2.0	9.2	i	0.6	0.1%	0.604	-0.338	0.42	0.356	-4.8	907	/	/
Nc1ccccc1C(=O)NCc1ccc(F)cc1	1.1	i	51.3	1.02	1488	2.5	2.0	8.3	i	0.8	-10.6%	-0.339	-0.31	-0.00674	0.429	0.0	1489	/	/
CSc1nc2c(c(=O)n1C)SC(C)C2 (stereo not drawn)	0.9	i	29.5	-0.3	1723	1.8	2.1	7.8	i	1.8	6.3%	-0.622	-0.171	-0.116	-0.00204	3.6	1064	-1.5	674
CCc1nn(-c2ccccc2)c(=S)c2ccccc12	1.1	i	55.2	-2.3	1425	2.6	2.0	12.3	i	0.7	17.8%	0.684	-0.298	0.439	-0.366	0.6	1567	-0.4	666
Cc1cccc(CC(C)NC(=O)CCc2nnc(CCCCc3ccccc3)o2)n1 (stereo not drawn)	1	i	58.1	/	/	1.3	2.4	2.2	i	0.2	5.1%	-0.907	-0.159	-0.516	-0.432	1.2	1502	-6.5	700
CCOC(=O)/C(C#N)=N/Nc1ccc(S(=O)(=O)N2CCc3ccccc32)cc1	1	i	34.4	-0.09	1268	2.5	1.7	5.1	i	0.6	-12.9%	-0.237	-0.231	-0.153	0.44	11.5	547	-24.8	608
CCC(=O)c1ccccc1OCCN1C(=O)NC(C)(C)C1=O	1.1	i	17.6	0.54	1197	4.5	2.6	6.3	i	6.7	10.9%	-1.19	-0.217	-0.771	0.965	0.0	1246	23.5	789
O=C(CN1C(=O)CC(c2ccco2)Sc2ccccc21)NC1CCCCC1 (stereo not drawn)	1.1	i	35.5	-0.25	1448	2.2	2.4	15.8	i	1.8	8.6%	-0.762	-0.262	-0.144	0.609	-5.0	1162	-10.6	696
CC(NC(=O)CC12CC3CC(CC(C3)C1)C2)C(=O)O (stereo not drawn)	1.1	i	66.3	-0.69	1264	3.3	1.3	0.7	i	1.2	4.3%	-0.815	-0.244	-0.372	0.875	-1.6	1030	11.7	743
CCOc1cccc(C(=O)Nc2ccccc2OC(F)F)c1	1.1	i	49.9	0.84	1258	2.1	1.2	1.4	i	0.7	7.2%	0.697	-0.267	0.285	-0.17	0.3	1097	3.3	768
COc1ccc(-c2nnc(SC(C)C(=O)Nc3c(C)n(C)n(-c4ccccc4)c3=O)o2)cc1 (stereo not drawn)	1.1	i	56.0	-0.35	1373	3.1	2.2	6.4	i	2.0	10.1%	-0.674	-0.19	-0.294	-0.114	-3.1	1465	/	/
COc1ccc(O)c(-c2cc(-c3cccc(Br)c3)n[nH]2)c1	1.3	i	20.1	-0.21	1078	7.3	3.4	4.8	i	1.0	1.9%	-0.0507	-0.218	0.295	0.0865	1.7	1136	/	/
CCOc1cccc(C(=O)Nc2ccc(N(CC)CC)cc2)c1	1.1	i	44.8	-0.56	1229	21.4	8.8	32.1	i	1.0	7.5%	-0.663	-0.159	-0.143	-0.106	-1.3	804	/	/
C=CCN(CC(=O)NC1CCS(=O)(=O)C1)S(=O)(=O)c1ccccc1C(F)(F)F (stereo not drawn)	1.1	i	10.3	0.19	1229	4.0	2.3	3.6	i	0.1	-0.9%	1.61	-0.383	1.07	0.129	0.3	1004	5.7	662
O=C(NC1CC1)C1CCN(C2CCN(C(=O)c3ccc4cccc(F)c4n3)CC2)CC1	1.1	i	40.4	/	/	7.3	1.3	7.8	i	0.7	-2.7%	-0.657	-0.238	-0.0755	0.235	0.4	1000	-3.6	741
O=C1CCC(C(=O)Nc2ccccc2)N1 (stereo not drawn)	1.1	i	35.0	0.15	1267	4.5	1.7	5.4	i	0.3	-4.7%	-0.691	-0.25	-0.4	0.531	-1.9	1222	-8.2	718
Cc1ccsc1/C=C/c1ccc2ccccc2n1	1.1	i	44.8	0.02	1497	2.1	1.5	8.0	i	6.3	-15.0%	0.105	0.0657	-0.163	0.485	-2.5	1322	/	/
CC(C)Oc1ccccc1C1CC(=O)Nc2c1c(=O)n(C)c(=O)n2C (stereo not drawn)	0.9	i	41.5	?	/	2.8	2.5	12.5	/	/	-6.6%	2.18	-0.0908	1.4	-0.731	/	/	/	/

Screening results: PubChem, several laboratories
